Compound activity as filed in PubChem BioAssay.
TRPC6 activator – mouse TRPC6 channel activation | B-score at 10 µM | 0.13% of 310,000 active | HEK293-TRPC6 membrane potential dye fluorescence; active compounds read high | Q61143 | AID 2550;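 active = B-score of the integrated fluorescence ratio above library mean plus 3 SD, and starting fluorescence ratio within library mean plus 5 SD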;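 also: higher score means more depolarization so channel activation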
TRPC4 potent – allosterically enhances the mouse TRPC4 cation channel. 0.42% of 310,000 active. B-score at 10 µM. HEK293 TRPC4beta/mu-opioid, DAMGO EC20, Fluo-4 Ca2+ flux; active compounds read high. AID 2227;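 active = B-score of calcium response area above 5 SD of library B-scores, with initial fluorescence ratio within 5 SD of library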;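 also: B-score of integrated fluorescence ratio over time as area under calcium response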
TMEM16A act – activators or potentiators of mouse TMEM16A chloride channel; Q8BHY3; HEK293 TMEM16A/YFP-H148Q/I152L, iodide quench fluorescence; active compounds read low; B-score at 10 µM; 0.3% of 340,000 active;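 active = fluorescence-ratio B-score plate-corrected deviation score at least 3 library SD below zero, with starting fluorescence score within 5 deviations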;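 also: channel opened by trigger with iodide after compound preincubation; score built on the fluorescence ratio of max minus min over baseline; more negative score means more quench and so TMEM16A activation or potentiation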
Target sequence (Q8BHY3 whole entry, looked up): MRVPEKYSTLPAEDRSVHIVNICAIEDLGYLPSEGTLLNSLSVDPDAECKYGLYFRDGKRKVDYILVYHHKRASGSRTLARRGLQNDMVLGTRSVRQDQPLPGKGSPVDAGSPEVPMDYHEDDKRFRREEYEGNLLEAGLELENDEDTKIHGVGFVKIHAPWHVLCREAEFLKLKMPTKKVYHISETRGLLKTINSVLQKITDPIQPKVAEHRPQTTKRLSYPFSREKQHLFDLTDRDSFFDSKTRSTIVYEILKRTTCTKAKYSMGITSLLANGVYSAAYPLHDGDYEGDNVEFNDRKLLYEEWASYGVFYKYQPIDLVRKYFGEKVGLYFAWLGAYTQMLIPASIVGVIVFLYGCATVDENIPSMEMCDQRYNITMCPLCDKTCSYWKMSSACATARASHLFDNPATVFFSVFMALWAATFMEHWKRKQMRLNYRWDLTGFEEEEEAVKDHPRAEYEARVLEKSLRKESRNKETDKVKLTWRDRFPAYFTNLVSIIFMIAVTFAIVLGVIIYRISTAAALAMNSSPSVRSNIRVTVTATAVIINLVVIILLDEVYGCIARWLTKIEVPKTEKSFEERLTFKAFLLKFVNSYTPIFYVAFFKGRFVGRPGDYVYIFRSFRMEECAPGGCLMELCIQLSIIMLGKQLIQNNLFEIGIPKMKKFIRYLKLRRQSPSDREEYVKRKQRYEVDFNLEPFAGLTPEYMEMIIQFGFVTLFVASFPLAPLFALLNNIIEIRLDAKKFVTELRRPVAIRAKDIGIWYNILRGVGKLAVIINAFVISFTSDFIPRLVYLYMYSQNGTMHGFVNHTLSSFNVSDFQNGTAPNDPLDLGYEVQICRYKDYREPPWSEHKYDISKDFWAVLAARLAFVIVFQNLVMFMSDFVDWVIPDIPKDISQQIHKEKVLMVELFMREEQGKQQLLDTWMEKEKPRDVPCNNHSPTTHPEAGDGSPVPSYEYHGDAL
MrgX1 PAM – allosterically activates human MrgX1 receptor signaling. Q96LB2. MrgX1-HEK293, Fluo-4 calcium flux, FDSS; active compounds read high. B-score at 10 µM. 0.63% of 310,000 active. AID 588675;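 active = plate-corrected calcium response at least 3 library SD above typical, normal starting fluorescence, not activating the receptor alone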;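 also: compound read alongside a low EC10 to EC30 dose of BAM8-22 agonist; peak minus trough fluorescence over baseline measured at the second addition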
SKKanGAS inh – inhibitors of SKKanGAS S. pyogenes growth in kanamycin (SK-promoter or general growth effect); BacTiter-Glo, 6 h; inhibition, % at 7.5 µM; 1.3% of 300,000 active; AID 1662;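 active = mean replicate score, as percent of positive control median, at least 50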;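 also: strain carries kanamycin resistance gene driven by streptokinase promoter and grows in 40 µg/ml kanamycin; loss of luminescence reflects streptokinase promoter inhibition or plain growth inhibition; 0% = median of DMSO wells and 100% = positive control at its reference dose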
MrgX1 antag – antagonists of human MrgX1 receptor | Q96LB2 | MRGX1-HEK293 calcium flux, Fluo-4, BAM8-22 antagonism; active compounds read low | B-score at 10 µM | 1.3% of 310,000 active;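 active = calcium-response B-score plate-corrected more than 3 library SD below zero, starting fluorescence within 5 deviations, no agonist response on first addition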;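 also: peak minus trough fluorescence over baseline after final BAM8-22 challenge near maximal dose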
MrgX1 ag – activates human MrgX1 receptor signaling; B-score at 10 µM; MrgX1-HEK293 cells, Fluo-4 calcium fluorescence, agonist mode; active compounds read high; AID 588627; 0.44% of 310,000 active;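 active = calcium response B-score plate-corrected fluorescence ratio at least 3 library SD, with starting fluorescence B-score inside 5 SD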
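Material: MrgX1-expressing HEK293 cells / Dosing: compound as first of three additions / Incubation: overnight seeding, then 1 h dark dye loading / Signal: Fluo-4 NW calcium fluorescence / Evaluation: B-scored fluorescence response ratio / Benchmarks: positive and negative control wells on each plate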
TRPC6 inhibitor – mouse TRPC6 channel inhibition. HEK293-TRPC6, membrane potential dye, ACh-evoked depolarization; active compounds read low. B-score at 10 µM. 1.1% of 310,000 active;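 active = B-score under library mean minus 3 SD, initial fluorescence not abnormally high, positive integrated signal ratio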;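 also: B-score derived from integrated fluorescence ratio over the kinetic read; more negative B-score means stronger inhibition of depolarization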
TRPC4 block – inhibitors of mouse TRPC4 channel; 0.39% of 300,000 active; HEK293 TRPC4beta/mu-opioid, DAMGO-evoked Fluo4 calcium flux; active compounds read low; B-score at 10 µM; AID 2247;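 active = B-score over 3 SD under the library average, no early fluorescence shift, positive overall ratio signal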
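Material: HEK293 cells with stable TRPC4beta plus mu-opioid receptor expression / Probe or stimulus: DAMGO in two steps, submaximal then maximal / Compound: single concentration per test compound / Technique: kinetic Fluo4 fluorescence imaging of calcium influx / Read-out: per-well B score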
TRPC4 agonist – activators of mouse TRPC4 channel. B-score at 10 µM. Q9QUQ5. 0.49% of 310,000 active. HEK293 TRPC4beta/mu-opioid, Fluo4 calcium fluorescence; active compounds read high;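 active = B-score above 5 SD of library B-scores, and initial fluorescence ratio not above library mean plus 5 SD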;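 also: positive B-score marks a calcium rise read as TRPC4 activation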
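Assay system – TRPC4beta and mu-opioid receptor HEK293 stable cells · Measured by – Fluo4 fluorescence, kinetic · Schedule – dye loading 45 min room temperature, 110 s kinetic read · Read-out – B-scored integrated calcium fluorescence ratio · Controls – buffer and maximal DAMGO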
ANO1 block – blocks the mouse calcium-activated chloride channel TMEM16A; Q8BHY3; HEK293 TMEM16A/YFP iodide influx fluorescence, ionomycin; normalized B-score (activity score, 25-100; higher = stronger inhibition) at 10 µM; 1.2% of 310,000 active; AID 588511;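 active = ratio plate-corrected score three or more library SD toward inhibition, starting fluorescence score within five deviations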;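 also: score derived from kinetic fluorescence span divided by baseline fluorescence per well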
* hit, by the source's call.

Results for CCOC(=O)C1CCCN(C(=O)c2cn(-c3ccccc3)nc2-c2cccnc2)C1 (centres undefined) ?
TRPC6 activator: inactive; TRPC4 potent: inactive; TMEM16A act: inactive; MrgX1 PAM: inactive; SKKanGAS inh: 1.5; MrgX1 antag: inactive; MrgX1 ag: inactive; TRPC6 inhibitor: inactive; TRPC4 block: inactive; TRPC4 agonist: inactive; ANO1 block: inactive

Results for CCOC(=O)N1CCN(c2c(NCCN3CCCCC3CC)c(=O)c2=O)CC1 (centres undefined) ?
TRPC6 activator: inactive; TRPC4 potent: inactive; TMEM16A act: inactive; MrgX1 PAM: inactive; SKKanGAS inh: 0.1; MrgX1 antag: inactive; MrgX1 ag: inactive; TRPC6 inhibitor: inactive; TRPC4 block: inactive; TRPC4 agonist: inactive; ANO1 block: inactive

How did Clc1ccccc1OCCCCN1CCCCC1 do in these assays?
TRPC6 activator: inactive; TRPC4 potent: inactive; TMEM16A act: inactive; MrgX1 PAM: inactive; SKKanGAS inh: -4.4; MrgX1 antag: inactive; MrgX1 ag: inactive; TRPC6 inhibitor: inactive; TRPC4 block: inactive; TRPC4 agonist: inactive; ANO1 block: inactive

Results for O=C1OC(/C(=C\Nc2ccc(F)cc2F)[N+](=O)[O-])c2ccccc21 (centres undefined) ?
TRPC6 activator: inactive; TRPC4 potent: inactive; TMEM16A act: inactive; MrgX1 PAM: inactive; SKKanGAS inh: 2.6; MrgX1 antag: inactive; MrgX1 ag: inactive; TRPC6 inhibitor: inactive; TRPC4 block: inactive; TRPC4 agonist: inactive; ANO1 block: inactive

How did O=C(CSc1ccc(Cl)cc1)c1ccco1 do in these assays?
TRPC6 activator: inactive; TRPC4 potent: inactive; TMEM16A act: inactive; MrgX1 PAM: inactive; SKKanGAS inh: 2.8; MrgX1 antag: inactive; MrgX1 ag: inactive; TRPC6 inhibitor: inactive; TRPC4 block: inactive; TRPC4 agonist: inactive; ANO1 block: inactive

What do the screens show for `COc1ccc(CCN=C(N)NS(=O)(=O)c2ccc(F)cc2)cc1OC`?
TRPC6 activator: inactive; TRPC4 potent: inactive; TMEM16A act: inactive; MrgX1 PAM: inactive; SKKanGAS inh: 38.3; MrgX1 antag: inactive; MrgX1 ag: inactive; TRPC6 inhibitor: inactive; TRPC4 block: inactive; TRPC4 agonist: inactive; ANO1 block: inactive

Results for CCN(c1ccccc1)S(=O)(=O)c1ccc(NC(=O)c2nc(S(C)(=O)=O)ncc2Cl)cc1 ?
TRPC6 activator: inactive; TRPC4 potent: inactive; TMEM16A act: -7.62*; MrgX1 PAM: inactive; SKKanGAS inh: -6.1; MrgX1 antag: inactive; MrgX1 ag: inactive; TRPC6 inhibitor: inactive; TRPC4 block: inactive; TRPC4 agonist: inactive; ANO1 block: inactive

Results for C/C(=N\Nc1ccc(C(=O)O)cc1)c1ccc(S(=O)(=O)NCc2ccco2)cc1 ?
TRPC6 activator: inactive; TRPC4 potent: inactive; TMEM16A act: inactive; MrgX1 PAM: inactive; SKKanGAS inh: 13.5; MrgX1 antag: inactive; MrgX1 ag: inactive; TRPC6 inhibitor: inactive; TRPC4 block: inactive; TRPC4 agonist: inactive; ANO1 block: inactive

Results for CCN(CC)CCNC(=O)C1CCN(S(=O)(=O)N2CCCCC2)CC1 ?
TRPC6 activator: inactive; TRPC4 potent: inactive; TMEM16A act: inactive; MrgX1 PAM: inactive; SKKanGAS inh: -5.1; MrgX1 antag: inactive; MrgX1 ag: inactive; TRPC6 inhibitor: inactive; TRPC4 block: inactive; TRPC4 agonist: inactive; ANO1 block: inactive

How did CCOC(=O)C1CCCN(S(=O)(=O)c2cc3[nH]c(=O)c(=O)[nH]c3cc2C)C1 (centres undefined) do in these assays?
TRPC6 activator: inactive; TRPC4 potent: inactive; TMEM16A act: inactive; MrgX1 PAM: inactive; SKKanGAS inh: -1.1; MrgX1 antag: inactive; MrgX1 ag: inactive; TRPC6 inhibitor: inactive; TRPC4 block: inactive; TRPC4 agonist: inactive; ANO1 block: inactive

Results for O=C(Cc1cccs1)N(Cc1ccco1)C1(C(=O)NC2CCCC2)CCCCC1 ?
TRPC6 activator: inactive; TRPC4 potent: inactive; TMEM16A act: inactive; MrgX1 PAM: inactive; SKKanGAS inh: -1.7; MrgX1 antag: inactive; MrgX1 ag: inactive; TRPC6 inhibitor: inactive; TRPC4 block: inactive; TRPC4 agonist: inactive; ANO1 block: inactive

How did CN(C)C(=O)c1ccc(NC(=O)COC(=O)c2cc(S(=O)(=O)N(C)C)ccc2N2CCCC2)cc1 do in these assays?
TRPC6 activator: inactive; TRPC4 potent: inactive; TMEM16A act: inactive; MrgX1 PAM: inactive; SKKanGAS inh: 0.8; MrgX1 antag: inactive; MrgX1 ag: inactive; TRPC6 inhibitor: inactive; TRPC4 block: inactive; TRPC4 agonist: inactive; ANO1 block: inactive

How did CC(C)C1Nc2ccc(C(=O)N3CCN(c4ccccn4)CC3)cc2NC1=O (centres undefined) do in these assays?
TRPC6 activator: inactive; TRPC4 potent: inactive; TMEM16A act: inactive; MrgX1 PAM: inactive; SKKanGAS inh: -1.8; MrgX1 antag: inactive; MrgX1 ag: inactive; TRPC6 inhibitor: inactive; TRPC4 block: inactive; TRPC4 agonist: inactive; ANO1 block: inactive

How did O=C(Cn1cc(C(F)(F)F)ccc1=O)N/N=C/c1ccc(O)cc1 do in these assays?
TRPC6 activator: inactive; TRPC4 potent: inactive; TMEM16A act: inactive; MrgX1 PAM: inactive; SKKanGAS inh: -0.7; MrgX1 antag: inactive; MrgX1 ag: inactive; TRPC6 inhibitor: inactive; TRPC4 block: inactive; TRPC4 agonist: inactive; ANO1 block: inactive

Results for Cc1cccc(NC(=S)N(C)C2CCCCC2)c1 ?
TRPC6 activator: inactive; TRPC4 potent: inactive; TMEM16A act: inactive; MrgX1 PAM: inactive; SKKanGAS inh: 1.4; MrgX1 antag: inactive; MrgX1 ag: inactive; TRPC6 inhibitor: inactive; TRPC4 block: inactive; TRPC4 agonist: inactive; ANO1 block: inactive

How did COc1ccc(NC(=O)CN(C)C(=O)c2n[nH]c3ccccc23)cc1 do in these assays?
TRPC6 activator: inactive; TRPC4 potent: inactive; TMEM16A act: inactive; MrgX1 PAM: inactive; SKKanGAS inh: -5.1; MrgX1 antag: inactive; MrgX1 ag: inactive; TRPC6 inhibitor: inactive; TRPC4 block: inactive; TRPC4 agonist: inactive; ANO1 block: inactive

What do the screens show for `CC(=O)Oc1cccc(N2C(=O)c3ccc(C(=O)O)cc3C2=O)c1`?
TRPC6 activator: inactive; TRPC4 potent: inactive; TMEM16A act: inactive; MrgX1 PAM: inactive; SKKanGAS inh: 10.5; MrgX1 antag: inactive; MrgX1 ag: inactive; TRPC6 inhibitor: inactive; TRPC4 block: inactive; TRPC4 agonist: inactive; ANO1 block: inactive

How did CCOc1ccccc1-c1nc(CN2CCCN(C(=O)c3ccco3)CC2)c(C)o1 do in these assays?
TRPC6 activator: inactive; TRPC4 potent: inactive; TMEM16A act: inactive; MrgX1 PAM: inactive; SKKanGAS inh: 5.8; MrgX1 antag: inactive; MrgX1 ag: inactive; TRPC6 inhibitor: inactive; TRPC4 block: inactive; TRPC4 agonist: inactive; ANO1 block: inactive

Results for O=C(Nc1ccccc1)c1sc(N2CCOCC2)nc1-c1ccccc1 ?
TRPC6 activator: inactive; TRPC4 potent: inactive; TMEM16A act: inactive; MrgX1 PAM: inactive; SKKanGAS inh: -0.3; MrgX1 antag: inactive; MrgX1 ag: inactive; TRPC6 inhibitor: inactive; TRPC4 block: inactive; TRPC4 agonist: inactive; ANO1 block: inactive

Results for O=C(Nc1ccc2c(c1)CCC2)c1c(F)cccc1Cl ?
TRPC6 activator: inactive; TRPC4 potent: inactive; TMEM16A act: inactive; MrgX1 PAM: inactive; SKKanGAS inh: 5.2; MrgX1 antag: inactive; MrgX1 ag: inactive; TRPC6 inhibitor: inactive; TRPC4 block: inactive; TRPC4 agonist: inactive; ANO1 block: inactive

How did CCN(CCCNC(=O)C1CCN(S(=O)(=O)c2cccc3nonc23)CC1)Cc1ccccc1 do in these assays?
TRPC6 activator: inactive; TRPC4 potent: inactive; TMEM16A act: inactive; MrgX1 PAM: inactive; SKKanGAS inh: -2.1; MrgX1 antag: inactive; MrgX1 ag: inactive; TRPC6 inhibitor: inactive; TRPC4 block: inactive; TRPC4 agonist: inactive; ANO1 block: inactive

What do the screens show for `COC(=O)C1CCN(c2cc(=O)n(Cc3ccc(F)cc3)c(=O)[nH]2)CC1`?
TRPC6 activator: inactive; TRPC4 potent: inactive; TMEM16A act: inactive; MrgX1 PAM: inactive; SKKanGAS inh: -1.8; MrgX1 antag: inactive; MrgX1 ag: inactive; TRPC6 inhibitor: inactive; TRPC4 block: inactive; TRPC4 agonist: inactive; ANO1 block: inactive

Results for Cc1cccc(Nc2nc(-c3c(C)nc4ccccn34)cs2)c1 ?
TRPC6 activator: inactive; TRPC4 potent: inactive; TMEM16A act: inactive; MrgX1 PAM: inactive; SKKanGAS inh: -4.5; MrgX1 antag: inactive; MrgX1 ag: inactive; TRPC6 inhibitor: inactive; TRPC4 block: inactive; TRPC4 agonist: inactive; ANO1 block: inactive

What do the screens show for `O=C(CSc1nnc(COc2ccc(Cl)cc2)o1)N1CCCCC1`?
TRPC6 activator: inactive; TRPC4 potent: inactive; TMEM16A act: inactive; MrgX1 PAM: inactive; SKKanGAS inh: -2.9; MrgX1 antag: inactive; MrgX1 ag: inactive; TRPC6 inhibitor: inactive; TRPC4 block: inactive; TRPC4 agonist: inactive; ANO1 block: inactive

How did O=c1[nH]c2ccc(NS(=O)(=O)c3ccc([N+](=O)[O-])cc3)cc2[nH]1 do in these assays?
TRPC6 activator: inactive; TRPC4 potent: inactive; TMEM16A act: inactive; MrgX1 PAM: inactive; SKKanGAS inh: 0.5; MrgX1 antag: inactive; MrgX1 ag: inactive; TRPC6 inhibitor: inactive; TRPC4 block: inactive; TRPC4 agonist: inactive; ANO1 block: inactive
